Compound activity: PubChem, several laboratories
IDE act: IDE (human) activation, cell-based; P14735; HEK cells, FAbeta-B cleavage, fluorescence polarization; 0% vehicle, 100% cell-free pure enzyme wells; activation, % at 5.96 µM; actives 0.073% (n = 340,000); AID 493087;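 active = activation above the mean of all tested compounds plus 3 SD, set per screening campaign, cut at about 17% in these data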
DNA FID counter: displaces DNA intercalator in HCV helicase counter-screen. DNA fluorescent intercalator displacement, fluorescence. inhibition, % at 7.9 µM. actives 0.17% (n = 290,000); in the data active = inhibition above about 37%;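 also: 0% = vehicle and 100% = reference compound; higher means more ethidium bromide displaced from hairpin DNA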
SUMO HTRF inh: blocks human SUMOylation mediated by UBC9; HTRF SUMOylation assay, SAE1/SAE2 + UBC9, in vitro; inhibition, % at 35 µM; actives 0.36% (n = 290,000); in the data active = inhibition above about 50%, passing the limit was not always enough; also: strong numbers were not always called active
Target sequence (P63279 whole entry, looked up): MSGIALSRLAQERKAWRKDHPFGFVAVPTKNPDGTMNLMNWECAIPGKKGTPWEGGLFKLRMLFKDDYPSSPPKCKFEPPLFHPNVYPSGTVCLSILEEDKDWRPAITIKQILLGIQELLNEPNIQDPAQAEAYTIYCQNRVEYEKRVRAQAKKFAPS
MEKK3 PB1 HTS: modulators (inhibitors or enhancers) of MEK5 binding to human MEKK3 PB1 domain; Q99759; bead-based flow cytometry, Alexa488-MEK5 binding to MEKK3; actives lie on both sides; 0 = blocked by unlabeled MEK5, 100 = vehicle; binding response (% of control), % at 10 µM; actives 1.4% (n = 290,000); AID 1529;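 active = binding response more than 3 SD above or below the average of its plate-row segment, actives on both sides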;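 also: Alexa488 bead fluorescence after subtracting the streptavidin-only scavenger bead signal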
Target sequence (Q99759 whole entry, looked up, the tested form may be a part): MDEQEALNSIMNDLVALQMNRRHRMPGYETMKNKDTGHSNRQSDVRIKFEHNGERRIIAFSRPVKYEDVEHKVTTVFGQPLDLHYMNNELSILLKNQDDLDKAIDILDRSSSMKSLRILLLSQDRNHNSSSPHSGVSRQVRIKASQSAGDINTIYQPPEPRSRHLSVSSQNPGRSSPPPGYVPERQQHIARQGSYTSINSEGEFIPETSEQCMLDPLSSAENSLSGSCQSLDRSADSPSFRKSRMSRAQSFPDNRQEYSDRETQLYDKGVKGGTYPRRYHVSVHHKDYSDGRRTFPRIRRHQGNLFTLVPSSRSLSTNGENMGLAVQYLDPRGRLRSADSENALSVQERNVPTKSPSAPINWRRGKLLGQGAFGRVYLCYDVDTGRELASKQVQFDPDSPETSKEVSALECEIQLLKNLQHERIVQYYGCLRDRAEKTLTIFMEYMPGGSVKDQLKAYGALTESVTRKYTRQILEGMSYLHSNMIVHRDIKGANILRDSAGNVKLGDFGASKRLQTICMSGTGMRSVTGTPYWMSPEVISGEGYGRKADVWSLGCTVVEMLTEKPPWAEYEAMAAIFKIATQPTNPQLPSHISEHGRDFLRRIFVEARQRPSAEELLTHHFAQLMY
IMP-1 inhibitor: inhibitors of Pseudomonas aeruginosa IMP-1 metallo-beta-lactamase; actives 0.45% (n = 290,000); inhibition, % at 5.6 µM; AID 1556; purified IMP-1, nitrocefin hydrolysis, epi-absorbance fluorescence;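 active = inhibition above the mean plus 3 SD of all compounds in the same screening run, cut at about 4.5% in these data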;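 also: 0% = IMP-1 with DMSO and 100% = DMSO wells lacking enzyme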
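System: Purified IMP-1 | Read-out basis: Percent enzyme inhibition | Controls: IMP-1 with DMSO as 0%, enzyme-free DMSO as 100% | Replicates: One well per compound | Doses: 5.6 µM nominal single concentration | Detection: Epi-absorbance fluorescence, 480 nm excitation, 530 nm emission | Incubation: 25 °C, 15 min preincubation, 25 min reaction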
VIM-2 inh: inhibitors of Pseudomonas aeruginosa VIM-2 metallo-beta-lactamase. purified VIM-2, nitrocefin hydrolysis, epi-absorbance fluorescence. inhibition, % at 5.6 µM. actives 0.89% (n = 290,000). AID 1527;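 active = inhibition above the mean of all tested compounds plus 3 SD, cutoff set per screening run, cut at about 7.5% in these data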;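 also: red hydrolysis product quenches plate fluorescence so inhibitors raise well fluorescence; 0% = enzyme with DMSO and 100% = DMSO without enzyme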
PHOSPHO1 block: inhibitors of human PHOSPHO1 phosphatase; Q8TCT1; recombinant PHOSPHO1, absorbance phosphatase assay; inhibition, % at 13.3 µM; actives 1.1% (n = 290,000); AID 1565; in the data active = inhibition above about 60%
Target sequence (Q8TCT1 whole entry, looked up): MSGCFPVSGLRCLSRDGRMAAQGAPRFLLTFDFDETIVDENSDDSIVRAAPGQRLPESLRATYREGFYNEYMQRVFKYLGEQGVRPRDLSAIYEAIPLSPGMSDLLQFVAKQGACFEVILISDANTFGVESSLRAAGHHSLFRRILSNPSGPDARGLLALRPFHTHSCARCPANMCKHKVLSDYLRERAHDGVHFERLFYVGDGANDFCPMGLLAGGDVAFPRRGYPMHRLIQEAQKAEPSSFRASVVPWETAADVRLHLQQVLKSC
HCV NS3 hel inh: inhibitors of Hepatitis C virus NS3 helicase; actives 0.56% (n = 290,000); inhibition, % at 10.9 µM; NS3 helicase DNA unwinding, Cy5 molecular beacon fluorescence;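 active = inhibition above the mean of all tested compounds plus 3 SD, set per campaign, cut at about 35% in these data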;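 also: 0% = DMSO wells and 100% = thioflavine S control wells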
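Material: hepatitis C virus NS3 helicase domain fragment enzyme; measured by: Cy5 fluorescence, 0 and 60 min reads; control set: DMSO and thioflavine S; incubation: 60 min unwinding reaction at 25 °C after ATP addition; read-out basis: % inhibition from 60/0 min fluorescence ratio, DMSO 0%, thioflavine S 100%; repeats: singlicate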
p-CIP stab down: lowers stability of the mouse p/CIP coactivator protein; Q05BA5; F442A p/CIP-EGFP cells, EGFP fluorescence, 16 h; decrease of EGFP signal, % at 10 µM; actives 0.01% (n = 290,000);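 active = EGFP signal decrease of at least 30% at 10 µM or well 3 SD below plate mean, unless failing retest; inactive = the rest, including hits failing retest or dose response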; also: some compounds called inactive have numbers as strong as hits; many of its hits are not listed in these tables
The depositor's hits bear a star; . = no result given; & = joins results of further samples. Not all compounds are listed; count on the stated rates, not on these rows.

mol | IDE act | DNA FID counter | SUMO HTRF inh | MEKK3 PB1 HTS | IMP-1 inhibitor | VIM-2 inh | PHOSPHO1 block | HCV NS3 hel inh | p-CIP stab down
CCOC(=O)c1cnc(NCc2ccccc2)nc1C | 2 | -31 | 6 | 96 | -2.9 | -0.3 | -6 | 3 | 2
C/C(CC(=O)Nc1ccc(Cl)c(C(F)(F)F)c1)=N\NC(=O)c1cccc(O)c1 | 7 | 1 | -25 | 97 | -1.4 | -3.9 | 13 | 8 | 3
Cc1cc(OCC(=O)Nc2ccccc2C(N)=O)c2c(C)cc(=O)oc2c1 | 0 | -27 | 24 | 101 | -1.3 | 1.8 | -2 | -3 | 4
CCCCC(c1nnnn1CS(=O)(=O)c1ccc(C)cc1)N1CCC(C(N)=O)CC1 (configuration not stated) | 4 | -33 | 1 | 103 | 0.1 | -0.4 | 31 | -9 | -6
C[C@]12CC(O)C3C(CCC4=CC(=O)CC[C@@]43C)C1CCC2c1csc(-c2ccccc2)n1 (some centres not stated) | 2 | 6 | 11 | 102 | -1.2 | -0.6 | 6 | -5 | -2
COc1cc(Br)c(C(=O)c2nccc3cc(OC)c(OC)cc23)cc1OC | 1 | 4 | . | 102 | -4.9 | -1.7 | . | -4 | 1
CCN(C(=O)Nc1ccccc1OC)c1c(N)n(Cc2ccccc2)c(=O)[nH]c1=O | 5 | -1 | 11 | 96 | -5.0 | -5.7 | -4 | -6 | -1
COc1ccc(NC(=O)c2cc(-c3ccc(C)cc3)on2)cc1 | -1 | -10 | 16 | 101 | -0.6 | -2.3 | 18 | -9 | -5
CCCNC(=O)C1CCN(S(=O)(=O)c2ccc(Br)cc2)CC1 | 6 | -10 | -23 | 97 | 2.4 | -1.6 | -7 | -2 | 0
CC(C)(C)c1ccc(C(=O)NNC(=O)c2ccncc2)cc1 | 3 | -2 | 7 | 95 | 1.1 | -1.4 | 29 | 11 | -5
CCN(CC)c1ncn(Cc2c(Cl)cccc2Cl)c2ncnc1-2 | -5 | -23 | -16 | 103 | -2.8 | 0.9 | 32 | -2 | 2
Cc1cccc(NC(=O)CC2S/C(=N/c3nccs3)N(C)C2=O)c1 (configuration not stated) | 1 | -11 | 11 | 104 | -2.9 | -2.2 | 22 | -4 | 3
COc1ccc(/C(C)=N/Nc2ncc(Cl)cc2Cl)c(O)c1 | -6 | -9 | -6 | 104 | -4.5 | -6.4 | -7 | 0 | -3
c1ccc(N2CCN(c3ccccc3)C2c2cccs2)cc1 | 5 | 3 | -18 | 99 | -3.2 | -0.9 | 1 | -2 | -9
O=C1N(Nc2ccccc2)C(c2ccc(Br)cc2)C12CCCCC2 (configuration not stated) | 9 | -4 | 14 | 102 | -1.1 | -2.2 | -14 | 0 | -3
CC(=O)c1ccc(NC(=S)Nc2ccc(N3CCOCC3)cc2)cc1 | 1 | 0 | 16 | 100 | -1.9 | -1.0 | -47 | 15 | -6
O=C(C(c1ccccc1)c1ccccc1)N1CCN(Cc2ccc(Br)cc2)CC1 | 1 | -5 | -12 | 100 | -4.0 | -1.4 | -4 | 1 | -5
Cc1ccccc1N1C(=O)C2C3CC(=O)C(c4ccccc43)C2C1=O (configuration not stated) | -3 | -2 | 1 | 108 | -3.1 | -1.7 | -10 | -9 | -5
CCc1ccc(NC(=O)CCNS(=O)(=O)c2cccc3nsnc23)cc1 | 2 | -8 | 3 | 97 | -5.3 | -3.5 | 1 | 4 | 2
O=C(CC1C(=O)NCCN1Cc1cccc(Oc2ccccc2)c1)NCc1cccnc1 (configuration not stated) | -3 | -18 | 16 | 102 | -2.6 | -4.4 | 28 | -5 | -15
COc1ccc(CCNC(=O)C2=COCCO2)cc1 | 4 | 2 | 16 | 109 | -3.2 | -4.7 | -12 | -15 | -12
COc1ccc(CN2C(=O)CSC2c2ccccn2)cc1 (configuration not stated) | -2 | -4 | 17 | 95 | -1.5 | -3.3 | 33 | -6 | -7
Cc1ccc2c(c1)c1c3n2CCN(C=O)C3CCC1 (configuration not stated) | 5 | -13 | 16 | 101 | -3.8 | 1.4 | 41 | 4 | -2
COc1ccc([N+](=O)[O-])cc1N/C(=N/S(=O)(=O)c1ccccc1)c1ccccc1 | 6 | -6 | -3 | 109 | -3.5 | -1.7 | 38 | 3 | -2
O=C(Nc1ccc(N2CCOCC2)cc1)C1CCN(C(=O)OCc2ccccc2)CC1 | -1 | -18 | -22 | 106 | -4.9 | -3.2 | 32 | -21 | 0
COc1cccc2c3c(c(=O)[nH]c12)CCC(C)(C)O3 | 5 | -21 | 1 | 108 | -1.8 | 2.6 | -20 | 0 | -6
O=S(=O)(NCCC1CC1(Cl)Cl)c1ccc(Cl)cc1 (configuration not stated) | 3 | 1 | 4 | 106 | -3.8 | -1.1 | 18 | 2 | 0
COc1ccc(N(CC(=O)Nc2nc3ccc(C)cc3s2)S(=O)(=O)c2c(C)nn(C)c2C)cc1 | -4 | -10 | 1 | 103 | -3.6 | -2.2 | -3 | -38 | 2
O=C1Nc2cc(Cl)c(Cl)cc2N(O)N1c1ccc(Cl)cc1 | 7 | 2 | 19 | 96 | -2.1 | -1.3 | 45 | -5 | -12
CCOc1ccc(N2C(=O)C3ON(c4ccccc4)C(c4cccs4)C3C2=O)cc1 (configuration not stated) | 6 | -26 | 0 | 104 | -0.8 | -1.9 | -12 | -6 | -10
Cc1cccc(NC(=O)c2ccccc2OCC(=O)c2ccc(F)cc2)c1 | -1 | -1 | -7 | 105 | -0.9 | -2.4 | 7 | 8 | 0
COc1ccc(C(CNC(=O)COc2ccccc2OC)N(C)C)cc1OC (configuration not stated) | 2 | 1 | 16 | 104 | 2.1 | -1.6 | -2 | -6 | 4
CN1C(=O)c2cccc(NCCCCCCN3C(=O)c4ccccc4C3=O)c2C1=O | 0 | 1 | 30 | 98 | -3.5 | -6.1 | 17 | 9 | -13
CCN(CC)S(=O)(=O)c1ccc2[nH]c(=O)cc(C(=O)Nc3ccc(C)c(S(=O)(=O)N(CC)CC)c3)c2c1 | 0 | -12 | -9 | 95 | -2.0 | -2.6 | 1 | -18 | 0
O=C(O)c1ccc(-c2ccco2)n1Cc1ccccc1 | 3 | -20 | 19 | 93 | 8.8* | 1.9 | 20 | 45* | -7
Nc1ccc(C(=O)O)c(O)c1 | 1&2&5 | -4&-1&-2 | 7&2 | 95&94&85 | -1.9&-0.5&-2.1 | -2.5&-2.0&-2.6 | 32&0 | 17&3&6 | -4&-2
O=S(=O)(NCC1CC1)c1ccc(F)c(Cl)c1 | 4 | -3 | -5 | 101 | -1.7 | -3.3 | 6 | 4 | -3
CCCCCCCCNC1=CC(=O)CC(C)(C)C1 | -12 | -35 | 0 | 97 | -2.6 | -1.1 | 20 | 25 | -2
Nc1c(C=C2C=CC(=O)C=C2)c(=O)nc2sc(CC(=O)N3CCCC3)nn12 | 2 | -23 | 6 | 103 | -2.0 | -4.5 | 18 | 1 | -1
Cc1ccc(OCc2nnc(SCC(=O)CC(=O)Nc3ccccc3)o2)cc1 | 2 | -3 | 0 | 106 | -1.5 | -0.4 | 73* | 20 | 6
C=CCNC(=S)N1CCN(c2ccc([N+](=O)[O-])cc2)CC1 | 0 | 11 | 12 | 101 | -1.9 | 4.5 | -21 | -2 | -2
Cc1c(/C=N/n2cnnc2)c2ccccc2n1C | 5 | -1 | 14 | 112 | -2.0 | 0.8 | -3 | -1 | -4
C(#CCN1CCOCC1)COCCOC(c1ccccc1)c1ccccc1 | 5 | -28 | 2 | 97 | 0.3 | -3.4 | 6 | 1 | 0
COc1ccccc1Cn1c(/C=C/c2ccccc2)nc2ccccc21 | 2 | -12 | 17 | 82 | -0.1 | 0.6 | -24 | 0 | -32
O=C(N/N=C/c1ccc(OC(=O)c2ccc([N+](=O)[O-])cc2)cc1)c1cccnc1 | 5 | -3 | 1 | 97 | -4.2 | -3.2 | 63* | 6 | -12
COc1c(C)cccc1C(=O)NCc1ccc2c(c1)OCO2 | 1 | -10 | 13 | 105 | -2.9 | -2.3 | 37 | -3 | -8
Cc1ccc(N2CC(C(=O)Nc3ccccc3C(=O)N3CCOCC3)CC2=O)cc1 (configuration not stated) | -1 | -8 | -1 | 101 | -2.1 | 0.3 | . | 7 | 9
Clc1ccccc1OCc1nnc(-c2ccccc2)o1 | -1 | -8 | -23 | 106 | -1.5 | -1.6 | -11 | -5 | 6
O=C(CSc1ncccc1C(=O)O)c1ccccc1 | -6 | 2 | 2 | 100 | -5.3 | -1.9 | 9 | 2 | 0
CC(C)OC(=O)c1ccc(NC(=O)c2ccccc2)cc1 | 9 | -16 | -14 | 97 | -6.2 | -3.3 | -24 | 12 | 1
FC(F)(F)c1nc2ccccc2[nH]1 | . | -4 | 0 | 95 | -2.8 | -2.8 | -21 | 9 | -1
COC(=O)c1cn(NC(=O)c2ccc([N+](=O)[O-])cc2Cl)c(=O)c2ccccc12 | 2 | 4 | 21 | 104 | -2.2 | -2.6 | 7 | 4 | 8
COc1cccc(/C=C2\SC(=O)N(CCC(=O)NNC(=O)c3cccc(Cl)c3)C2=O)c1 | 0 | -4 | 18 | 100 | 0.4 | 0.5 | 6 | 3 | 3
COc1ccc(C(=O)NCC(=O)N/N=C/c2ccc(C)o2)cc1OC | -1 | -16 | -3 | 100 | -0.3 | -1.9 | 38 | 19 | -16
CCOc1cc(C(=O)N2CCc3cc(OC)c(OC)cc3C2)ccc1OC(F)F | . | -11 | -24 | 105 | -1.1 | -0.8 | 11 | -5 | -5
CC(=O)c1ccc(N2CCN(S(=O)(=O)c3cccc4nonc34)CC2)cc1 | . | -7 | 6 | 125 | -1.4 | -0.8 | 33 | 6 | -24
Cc1ccc(C)c(N2CCN(C(=O)c3cc(S(=O)(=O)N4CCOCC4)cn3C)CC2)c1 | 4 | -46 | -3 | 102 | -2.3 | -1.1 | 23 | 11 | 7
CCC1CCCCN1C(=O)CSc1nc(N)c(NC(=O)c2ccc(OC)c(OC)c2)c(=O)[nH]1 (configuration not stated) | 7 | -5 | 6 | 98 | -1.7 | -0.7 | 3 | 0 | -10
CC(=O)c1cccc(NC(=O)c2cc(-n3cnnc3)ccc2Cl)c1 | -2 | -2 | 14 | 106 | 1.1 | -1.0 | 2 | -3 | 0
COc1cccc(/C=N/Nc2nc3ccccc3n3cnnc23)c1O | 3 | 4 | -13 | 101 | -1.9 | -3.0 | -9 | -10 | -23
COc1cc(C(=O)O/N=C2\C=CC(=O)C(C)=C2)cc(OC)c1OC | -6 | 1 | -13 | 102 | -5.5 | -3.1 | 15 | -1 | -36
CC(C)(C)NC(=O)CC(c1ccccc1)c1ccccc1O (configuration not stated) | 6 | -7 | 14 | 97 | 1.2 | 2.1 | 9 | 14 | -2
